CBFb-RUNX1 inh – CBF-beta/RUNX1 interaction disruption | Q01196+Q13951 | AlphaScreen CBFb-His/RUNX1-biotin binding, biochemical | Potency, µM (top dose mostly 59.8 µM), for inactives: at the highest dose activity, negative = inhibition, actives largely listed as inhibitors | 230,000 tested, under 10 active; note: % of control where 0% means no effect
Target sequence (Q01196 whole entry, looked up): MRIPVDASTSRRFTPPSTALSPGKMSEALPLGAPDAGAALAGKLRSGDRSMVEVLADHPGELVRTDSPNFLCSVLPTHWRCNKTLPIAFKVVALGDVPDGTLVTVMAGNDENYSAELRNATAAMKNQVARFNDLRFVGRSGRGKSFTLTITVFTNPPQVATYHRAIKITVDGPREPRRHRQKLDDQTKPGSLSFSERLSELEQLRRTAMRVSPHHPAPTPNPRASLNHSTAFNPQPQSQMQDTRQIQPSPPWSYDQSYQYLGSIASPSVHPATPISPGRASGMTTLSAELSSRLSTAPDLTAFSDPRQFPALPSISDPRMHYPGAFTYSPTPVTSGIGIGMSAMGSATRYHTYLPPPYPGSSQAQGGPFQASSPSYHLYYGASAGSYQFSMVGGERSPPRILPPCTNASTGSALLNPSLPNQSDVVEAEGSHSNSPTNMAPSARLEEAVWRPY
Target sequence (Q13951 whole entry, looked up): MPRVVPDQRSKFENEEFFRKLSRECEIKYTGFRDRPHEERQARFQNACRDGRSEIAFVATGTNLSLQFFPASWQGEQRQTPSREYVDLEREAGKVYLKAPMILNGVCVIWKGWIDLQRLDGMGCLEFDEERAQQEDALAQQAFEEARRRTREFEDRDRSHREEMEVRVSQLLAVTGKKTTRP
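CBFb-His/RUNX1-biotin, 30 nM each, preincubated 20 min RT; compound 15 min RT; Ni + streptavidin beads 50 ng each, 90 min RT; AlphaScreen read.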
Tau fluor cs – counter-screen for tau fibril formation inhibitors; tau K18 P301L Alexa594 fluorescence, heparin fibrillization; Potency, µM (titrated, usually from 57.7 µM), inactives show at the top dose activity change, negative = decrease; hit rate 0.93% among 280,000; AID 1463; note: potency is the fitted concentration of half-maximal effect; % is set by controls: 0 for no effect and ±100 for the full control effect; nearly all actives have a fitted effect of over 55% in size
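Human tau K18 P301L (15 uM unlabeled, 0.24 uM Alexa 594-labeled) in 100 mM sodium acetate pH 7 with 20 uM heparin, 6 hr at 37 C. ThT 30 uM added, 1 hr ambient; Alexa 594 FP and total fluorescence read at 555/632 nm.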
Epigenetic reg – epigenetic control regulation, reporter derepression; Potency, µM (series often up to 53.9 µM), for the others: at the top dose GFP activation, actives largely listed as activators; murine LDR cells, GFP reporter derepression, 30 h; hit rate 0.2% among 280,000; note: potency is the fitted concentration of half-maximal effect; % of control where 0% means no effect; nearly all actives have a fitted effect of over 60% in size
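Murine LDR cells carrying a silenced, genomically integrated CMV-driven GFP reporter were exposed to compound for 30 hours at 37 C. After PBS washes, GFP-positive cells (20–120 um objects) were counted by laser-scanning microplate cytometry.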
TRb SRC2 PPI – disrupts binding of human TR beta to SRC2 | TRbeta-SRC2 peptide binding, fluorescence polarization; receptor liganded with 1 µM T3 | AID 1469 | hit rate 0.065% among 280,000 | Potency, µM (doses to about 106 µM), for inactives: at the top dose activity change, negative = inhibition, usual class: inhibitors | P10828;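 note: potency is the fitted concentration of half-maximal effect; plate controls were bound peptide for no effect and peptide without receptor for full effect; nearly all actives have a fitted effect of over 50% in size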
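Fluorescence polarization of 20 nM Texas Red SRC2 peptide with 0.6 uM human TRb ligand-binding domain, in Tris buffer with 1uM T3 and 5% DMSO. Incubated 5 hr ambient; normalized to unbound and bound controls.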
aGal spleen mod – alpha-galactosidase A (human) modulation; P06280; human spleen homogenate, 4MU-alpha-Gal fluorescence, 40 min; Potency, µM (top dose mostly 80 µM), for inactives: top-dose activity change, negative = inhibition, hits mostly inhibitors; hit rate 0.008% among 240,000;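 note: potency is the fitted concentration of half-maximal effect; 0% = enzyme with vehicle and -100% = no enzyme basal signal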
Target sequence (P06280 32-429 limits assumed): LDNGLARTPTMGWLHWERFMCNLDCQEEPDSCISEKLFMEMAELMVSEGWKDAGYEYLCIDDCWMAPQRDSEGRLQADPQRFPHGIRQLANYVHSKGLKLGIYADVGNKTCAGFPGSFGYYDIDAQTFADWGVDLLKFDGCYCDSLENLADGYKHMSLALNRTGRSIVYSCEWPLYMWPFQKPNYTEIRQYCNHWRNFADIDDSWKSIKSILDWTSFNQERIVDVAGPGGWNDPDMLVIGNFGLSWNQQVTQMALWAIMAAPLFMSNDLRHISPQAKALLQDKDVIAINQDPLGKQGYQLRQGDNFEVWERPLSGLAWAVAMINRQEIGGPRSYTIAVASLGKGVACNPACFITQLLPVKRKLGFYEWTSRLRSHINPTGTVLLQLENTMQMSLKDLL
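Spleen homogenate 1 ug + cpd (titration) + 4-MU-alpha-D-galactopyranoside 1 mM; 37C 40 min; 50 mM citrate/phosphate pH 5.0, 0.01% Tween-20; stop pH 10; fluorescence 365/440; AC50 via Hill.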
NPSR antagonist – antagonists of human neuropeptide S receptor cAMP signaling. Q6W5P4. CHO-NPSR cells, cAMP TR-FRET, antagonist mode. Potency, µM (doses to about 38.3 µM), for the others: top-dose activity change, negative = inhibition, actives largely listed as inhibitors. hit rate 1% among 220,000. AID 1461; note: potency is the fitted concentration of half-maximal effect; % is set by controls: 0 for no effect and ±100 for the full control effect; nearly all actives have a fitted effect of over 50% in size; many of its hits are not listed in these tables
Tau FP inhib – blocks human tau fibril formation measured by polarization. K18 P301L tau heparin fibrillization, Alexa594 FP, 6 h. P10636. hit rate 0.39% among 280,000. AID 1468. Potency, µM (series often up to 57.7 µM), without a hit: at the top dose activity, negative = inhibition, hits mostly inhibitors; note: potency is the fitted concentration of half-maximal effect; % is set by controls: 0 for no effect and ±100 for the full control effect; nearly all actives have a fitted effect of over 55% in size
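Quantitative HTS format: compounds meet 15 uM recombinant K18 P301L tau and Alexa 594-tau tracer in 100 mM sodium acetate pH 7; 20 uM heparin triggers fibrillization at 37 C over 6 hr; FP gives the signal.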
TR SRC2 fluor cs – counter-screen for TRb-SRC2 inhibitors: fluorescence interference; Potency, µM (doses to about 106 µM), without a hit: at the highest dose fluorescence change, negative = quenching; hit rate 0.29% among 280,000; TRb/SRC2 Texas Red total fluorescence interference; active = well fitted curve in either direction with a large enough effect; inconclusive = small, poorly fitted or top-dose-only effect; note: potency is the fitted concentration of half-maximal effect; % is set by controls: 0 for no effect and ±100 for the full control effect
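Flags fluorescent or light-absorbing compounds by total fluorescence, S + 2P, at 555 nm excitation and 632 nm emission. Mixture: 20 nM Texas Red SRC2 peptide, 0.6 uM human TRb LBD, 1 uM T3, 5% DMSO; compound exposure 5 h at ambient temperature.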
An asterisk follows results filed as active; ? = inconclusive; · = not tested or not shown; [ ] = another dose, or the depositor's remark. Unless noted, calls come from the whole dose curve; as a rule, active = well fitted curve in the direction sought with a large enough effect; inconclusive = small, poorly fitted or top-dose-only effect, or another doubt; inactive = no such curve, though single readings can be large; an effect the other way counts as inactive or inconclusive. Not all compounds are listed, so the mix of outcomes need not match the whole.

SMILES | CBFb-RUNX1 inh | Tau fluor cs | Epigenetic reg | TRb SRC2 PPI | aGal spleen mod | NPSR antagonist | Tau FP inhib | TR SRC2 fluor cs
COc1cc(-c2noc(-c3cc(C)[nH]n3)n2)cc(OC)c1OC | · | -7% | -3.1% | -3% | · | · | -15% | 0%
Cc1ccccc1-n1nc(CO)c(C(=O)NCCc2ccccc2)n1 | · | -7% | -1.8% | -4% | · | · | 2% | 1%
Cc1ccc2c(c1)N(C(=O)N1CCC(C(=O)NCc3ccco3)CC1)CC(C)O2 (stereo not given) | · | -28% | 0.0% | -2% | · | · | 0% | 3%
O=C(CSc1nnc2c3ccccc3c3ccccc3c2n1)Nc1ccccc1 | -4% | -27% | -2.3% | ? | -3% | ? | -11% | 20%
CCOc1ccc(-n2nc(CO)c(C(=O)NCC(c3ccccc3)c3ccccc3)n2)cc1 | · | 8% | -2.0% | -8% | · | · | -4% | 0%
COc1ccc(OC)c(NC(=O)Cn2cc(C(=O)c3cccs3)c3ccccc32)c1 | · | ? | 1.0% | 8% | · | · | ? | 4%
CCOC(=O)C1CCC(CNCc2ccc(Cl)cc2)CC1 (stereo not given) | 6% | 16% | 10% | 6% | 0% | 13% | 1% | 5%
CCC(=O)Nc1ccccc1Nc1cc(C#N)c(C#N)cc1[N+](=O)[O-] | -7% | 0% | -1.7% | -1% | -8% | -4%[46.1 µM] | 5% | -4%
Cc1cccn2c(=O)cc(CSc3nnc(NC(=O)COc4ccccc4)s3)nc12 | · | -12% | 1.8% | -9% | · | · | -6% | -1%
CC(CNC(=O)c1csc2c1CCCCC2)c1ccccc1 (stereo not given) | · | -14% | 0.0% | -7% | · | · | -8% | 3%
CCCNCc1cc(OCC)c(OCC(=O)Nc2ccccc2)cc1Br | 4% | 3% | -11% | 3% | 2% | -51% | 0% | 0%
O=C(N/N=C/c1cc2c(cc1Br)OCO2)c1ccccn1 | 9% | -9% | -0.9% | 9% | 4% | 7% | -4% | 0%
O=C(OC1CCOC1=O)c1ccc(-c2nc3ccccc3s2)s1 (stereo not given) | 4% | -26% | 1.9% | -10% | 10% | -18%[46.1 µM] | ? | -4%
COc1cc(NC(=S)NCCN2CCOCC2)cc(OC)c1OC | 9% | -2% | 0.2% | -1% | -2% | -15% | 2% | -6%
COC(=O)C1=C(C(=O)OC)[C@@H]2N(C)c3ccc(OC)cc3[C@@]23C[C@@H](C(=O)OC)N(C(=O)c2cccs2)C3=N1 | 4%[13.1 µM] | 6%[11.6 µM] | · | 5%[11.2 µM] | -4%[17.5 µM] | · | 7%[11.6 µM] | 0%[11.2 µM]

Entries of single compounds, looked up by structure:
Listed for Cc1cccn2c(=O)cc(CSc3nnc(NC(=O)COc4ccccc4)s3)nc12 → CBFb-RUNX1 inh = ·; Tau fluor cs = -12%; Epigenetic reg = 1.8%; TRb SRC2 PPI = -9%; aGal spleen mod = ·; NPSR antagonist = ·; Tau FP inhib = -6%; TR SRC2 fluor cs = -1%
Listed for O=C(CSc1nnc2c3ccccc3c3ccccc3c2n1)Nc1ccccc1 → CBFb-RUNX1 inh = -4%; Tau fluor cs = -27%; Epigenetic reg = -2.3%; TRb SRC2 PPI = ?; aGal spleen mod = -3%; NPSR antagonist = ?; Tau FP inhib = -11%; TR SRC2 fluor cs = 20%
Listed for CCOC(=O)C1CCC(CNCc2ccc(Cl)cc2)CC1 (stereo not given) → CBFb-RUNX1 inh = 6%; Tau fluor cs = 16%; Epigenetic reg = 10%; TRb SRC2 PPI = 6%; aGal spleen mod = 0%; NPSR antagonist = 13%; Tau FP inhib = 1%; TR SRC2 fluor cs = 5%

The list goes on:
SMILES | CBFb-RUNX1 inh | Tau fluor cs | Epigenetic reg | TRb SRC2 PPI | aGal spleen mod | NPSR antagonist | Tau FP inhib | TR SRC2 fluor cs
O=C(N1CCN(CCO)CC1)N1c2ccccc2CCc2ccccc21 | 4% | 4% | 1.1% | -6% | 24% | -3% | 3% | -2%
COC(=O)CN(C(=S)Nc1ccc(F)cc1)C1CC(=O)N(c2ccc(OC)cc2)C1=O (stereo not given) | 9% | -13% | 0.0% | -6% | -11% | -10%[46.1 µM] | -2% | -4%
Cc1ccc(S(=O)(=O)Nc2cc(C(=O)O)ccc2N2CCCCC2)cc1 | 4% | -1% | -1.0% | -5% | 4% | -7%[46.1 µM] | 4% | -1%
CCOC(=O)c1cnn(-c2ccccn2)c1N | -12% | 2% | 0.0% | 5% | 0% | -5%[46.1 µM] | -3% | -2%
O=C(O)CSc1nnc(CSc2nc3ccccc3s2)n1-c1ccccc1 | 4% | 12% | -0.9% | -8% | 5% | 5% | 7% | 0%
COC(=O)c1c(S(N)(=O)=O)c2ccccc2n1C | 1% | -1% | 3.8% | 0% | -2% | -11%[46.1 µM] | 3% | 2%
CCOc1cc(C(=O)NCCN2C(=O)S/C(=C\c3cccnc3)C2=O)cc(OCC)c1OCC | 3% | 3% | -2.5% | 1% | 3% | 0% | -4% | 1%
Cc1ccc(Cl)cc1N1CCN(S(=O)(=O)c2ccc3c(c2)CC(=O)N3C)CC1 | · | -3% | -1.2% | -2% | · | · | -3% | -12%
Cc1ccc(-n2ncc3c(NCC4CCCO4)ncnc32)c(C)c1 (stereo not given) | 10% | 10% | 0.9% | 7% | -7% | 1%[46.1 µM] | 0% | 1%
CCCCc1nnc(NC(=O)C(C)Sc2nc(N)cc(=O)[nH]2)s1 (stereo not given) | 4% | 0% | -0.8% | -5% | 3% | 5%[46.1 µM] | 7% | -5%
O=C1c2ccccc2C(=O)N1CCCCN(C(=O)c1cc([N+](=O)[O-])ccc1Cl)c1ccc(Cl)cc1 | -25% | -25% | -1.1% | -1% | 1% | -22% | 13% | -23%
COc1cccc(N(CC(=O)Nc2cccnc2)S(C)(=O)=O)c1 | 0% | 1% | 0.0% | 1% | 5% | 5% | 5% | -1%
CC1CCc2nn(CC(=O)N3CCN(C(=O)c4ccco4)CC3)cc2C1 (stereo not given) | -10% | -4% | -0.9% | 4% | -3% | 2%[46.1 µM] | -3% | -8%
CC1CC(C)CN(CCCNC(=O)Cn2ncc3c(=O)oc4ccccc4c32)C1 (stereo not given) | 1% | -2% | 0.1% | -5% | 4% | 10%[46.1 µM] | 3% | -1%
Cc1ccc(C(=O)N2CCN(Cc3ccc4c(c3)OCO4)CC2)o1 | -3% | -1% | 1.1% | -6% | 11% | -2%[46.1 µM] | -4% | -6%
C#CCOCCOCCOCCNc1nc(N2CCN(C(=O)[C@H](CCC(=O)O)n3cc(C(N)CO)nn3)CC2)nc(N2CCN(C(=O)[C@H](CCC(=O)O)n3cc(C(N)CC(C)C)nn3)CC2)n1 (stereo not given in full) | ? | 10% | -0.4% | 0% | 1% | 19% | -8% | -2%
CCN(CC)C(=O)C1CC(=O)N(c2ccc(F)c(Cl)c2)C1 (stereo not given) | 1% | -2% | -1.2% | -11% | 20% | 13%[46.1 µM] | -5% | -3%
O=C(CCC(=O)N1CCN(S(=O)(=O)c2cccc(F)c2)CC1)c1cccs1 | 5% | 2% | -0.5% | -9% | 4% | -13% | 1% | -1%
Cc1ccc(S(=O)(=O)Oc2ccc(/C=C3\N=C(c4cccc(C)c4)OC3=O)cc2)cc1 | 7% | -5% | 0.0% | 6% | 13% | -38%[46.1 µM] | 0% | 3%
Cc1cc(C)n(C(=O)c2ccc(C)c(S(=O)(=O)N3CCCCC3)c2)n1 | 6% | -12% | -2.3% | -2% | -1% | ? | 3% | -2%
CCc1ccc(NC(=O)c2ccc3ncsc3c2)cc1 | 2% | -12% | 1.9% | -1% | 1% | -1%[46.1 µM] | -5% | -9%
O=C(Cn1ncc2c3ccccc3n(Cc3ccccc3F)c2c1=O)N1CCCCCC1 | · | -6% | -2.3% | 12% | · | · | 0% | -2%
CCOc1ccc(N(CC(=O)Nc2ccc3c(c2)OCO3)S(=O)(=O)c2ccccc2)cc1 | · | ? | 1.6% | 6% | · | · | 1% | 0%
CC(C)(C)NC(=O)C(c1ccc(F)cc1)N(Cc1ccco1)C(=O)Cn1nnc(-c2cccs2)n1 (stereo not given) | -12% | 9% | 0.0% | -21% | 6% | -12%[46.1 µM] | ? | -1%
CCOC(=O)C1=C(C)NC(=O)NC1c1ccc(OC(=O)c2ccco2)cc1 (stereo not given) | 2% | -8% | -1.0% | 8% | -7% | 6% | -6% | 2%
COc1ccc(C)cc1S(=O)(=O)N(CC(=O)Nc1cccc([N+](=O)[O-])c1)c1cc(C)cc(C)c1 | 9% | -25% | -0.9% | 10% | 1% | -29%[46.1 µM] | -16% | 1%
CCSc1oc(-c2cccs2)nc1S(=O)(=O)c1ccc(Br)cc1 | · | ? | -0.5% | -3% | · | · | -9% | -4%
CN(c1ccc([N+](=O)[O-])cc1C(N)=O)C1CCCCC1 | -1% | 3% | -2.4% | -6% | 3% | 1% | 5% | 1%
CC(=O)NC1(NC(C)=O)CCN(C)CC1 | 1% | 1% | -1.2% | -2%[53 µM] | 3% | -17% | 3% | -2%[53 µM]
CCC(NC(=O)Nc1cc(OC)c(OC)c(OC)c1)(C(F)(F)F)C(F)(F)F | 6% | -18% | -2.3% | -13% | 5% | -8%[46.1 µM] | 11% | -3%
COc1ccc(C2=NO[C@@H]3[C@@H]4C[C@@H]([C@H]5C(=O)N(C)C(=O)[C@@H]45)[C@H]23)c(OC)c1 | 0% | -9% | 0.8% | 1% | 0% | -15% | -3% | -1%
CCOC(=O)CSCC(=O)Nc1nnc(-c2cccc([N+](=O)[O-])c2)s1 | -1%[2.36 µM] | -23% | -3.1% | 11% | -3% | -15% | -2% | -4%
CCOc1cccc(OCCNC2CCCC2)c1 | 1% | 0% | -4.9% | 2% | 3% | 4% | 1% | -1%
O=S(=O)(c1ccccc1)c1nc(-c2ccco2)oc1NCCCn1ccnc1 | -1% | -6% | -0.8% | -14% | 0% | -4%[46.1 µM] | -3% | 1%
c1ccc(C2Nc3ccccc3-c3nc4ccccc4n32)cc1 (stereo not given) | 14% | ? | 2.2% | 1% | ? | 20%[46.1 µM] | -2% | -3%
CCCc1nc2ccccc2n1CCc1ccccc1 | 4% | -14% | 5.9% | -7% | -16% | -8% | 5% | -2%

Screening data (PubChem)
